From PubChem
GASC-1 inh: human JMJD2C demethylase inhibition; GST-JMJD2C(1-420) H3K9me3 demethylation, DELFIA europium; inhibition, % at 2.35 µM; 0.069% of 330,000 active; AID 2099;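 active = more than half of a compound's replicate wells show inhibition beyond 50%, single wells judged on their own value; inconclusive = some, but no more than half, of replicates pass 50% inhibition; inactive = no replicate passes 50% inhibition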;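 also: signal counts dimethyl H3K9 product captured on neutravidin plate; 0% = median of DMSO wells and 100% = 0.3 times that DMSO median; strong numbers were not always called active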
proCasp3 act: activators of human procaspase-3 | P42574 | recombinant procaspase-3 D3A, Ac-DEVD-pNA absorbance 405 nm | activation, % at 8.5 µM | 0.11% of 330,000 active | AID 463141;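 active = activation above the mean of all tested compounds plus 3 SD, cut at about 21% in these data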;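 also: 0% = DMSO alone and 100% = DMSO wells spiked with extra 5 µM PC-3 D3A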
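Assay system: Procaspase-3 D3A mutant, all three cleavage aspartates alanine. Buffer or medium: Zinc-free HEPES saline buffer with Triton X-100. Times: 1 h compound preincubation, 2 h substrate hydrolysis at 25 °C. Measured by: 405 nm absorbance of p-nitroaniline, reads at 0 and 120 min. Read-out basis: percent activation relative to control range. Replicates: singlicate.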
PP1 counter: PP1-alpha (human) inhibition in PP5 counter-screen | P62136 | purified PP1alpha, OMFP fluorescence | inhibition, % at 6.7 µM | 0.9% of 320,000 active;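 active = inhibition above the mean inhibition of all tested compounds plus 3 SD, computed separately for each screening campaign, cut at about 15% in these data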
TPT1 inhibitor: C. albicans TPT1 enzyme inhibition | recombinant caTPT1, FP RNA substrate dephosphorylation | inhibition, % at 5 µM | 0.81% of 300,000 active;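 active = inhibition above the mean of all tested compounds plus 3 SD, set per screening campaign, cut at about 24% in these data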;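 also: plate controls were DMSO alone for no effect and ferristatin control at 100 nM for full effect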
core dimer inh: blocks dimerization of HCV core protein. TR-FRET GST/Flag-core106 dimerization, 1536-well. inhibition, % at 5 µM. 0.33% of 300,000 active. AID 1899;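 active = inhibition above the mean of all tested compounds plus 3 SD, set per screening campaign, cut at about 45% in these data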
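assay system = GST-tagged and Flag-tagged HCV core protein residues 1-106 | controls = unlabelled core106 and no-GST-core106 wells | incubation = compound-protein-antibody incubation 4 h at 22.5 °C | probe or stimulus = Eu donor and XL665 acceptor anti-tag antibodies | read-out = % inhibition based on acceptor/donor emission ratio | signal = TR-FRET 671 and 617 nm emission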
Fh CTSL1 inh: blocks F. hepatica cathepsin L1 in PFM18AAP counter-screen. 0.49% of 300,000 active. inhibition, % at 5.96 µM. recombinant F. hepatica cathepsin L1, Z-Leu-Arg-MCA fluorescence;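 active = inhibition above the mean of all tested compounds plus 3 SD, set per screening campaign, cut at about 17% in these data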;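 also: 0% = plate median of test compound wells and 100% = 1 µM Z-Phe-Ala-diazomethylketone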
proCasp7 act: activates human procaspase-7, counter-screen for procaspase-3 activators; recombinant procaspase-7, Ac-DEVD-pNA absorbance 405 nm; D23A/D198A/D206A triple mutant, cannot self-cleave; scale: DMSO 0, 5 µM enzyme 100; activation, % at 8.5 µM; 0.093% of 330,000 active; AID 463210;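 active = percent activation above the screen-wide mean plus 3 SD, cut at about 25% in these data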
Target sequence (P55210 whole entry D23A/D198A/D206A): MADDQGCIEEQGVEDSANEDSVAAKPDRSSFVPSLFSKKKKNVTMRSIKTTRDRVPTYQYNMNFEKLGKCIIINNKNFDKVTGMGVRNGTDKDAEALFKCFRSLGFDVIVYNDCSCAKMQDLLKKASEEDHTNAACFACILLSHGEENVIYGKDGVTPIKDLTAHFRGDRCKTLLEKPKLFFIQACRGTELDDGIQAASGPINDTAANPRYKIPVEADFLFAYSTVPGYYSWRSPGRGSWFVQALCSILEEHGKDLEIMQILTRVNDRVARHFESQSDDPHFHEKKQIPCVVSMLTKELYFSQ
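Assay system: Uncleavable procaspase-7 mutant enzyme / Input: 2 µM procaspase-7 mutant as dispensed / Dosing: single nominal 8.5 µM compound dose, 0.8% DMSO final / Timing: 1 h enzyme–compound preincubation and 2 h substrate reaction, both 25 °C / Detection: p-Nitroaniline absorbance at 405 nm, read at 0 and 120 min / Replication: singlicate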
PP5 primary: PP5 (human) phosphatase inhibition | P53041 | purified PP5c, OMFP substrate fluorescence | inhibition, % at 6.7 µM | 0.18% of 320,000 active;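 active = inhibition above the campaign's mean inhibition across all tested compounds plus 3 SD, cut at about 9.5% in these data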;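 also: 0% = DMSO only and 100% = 100 µM cantharidin control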
Target sequence (P53041 whole entry, looked up): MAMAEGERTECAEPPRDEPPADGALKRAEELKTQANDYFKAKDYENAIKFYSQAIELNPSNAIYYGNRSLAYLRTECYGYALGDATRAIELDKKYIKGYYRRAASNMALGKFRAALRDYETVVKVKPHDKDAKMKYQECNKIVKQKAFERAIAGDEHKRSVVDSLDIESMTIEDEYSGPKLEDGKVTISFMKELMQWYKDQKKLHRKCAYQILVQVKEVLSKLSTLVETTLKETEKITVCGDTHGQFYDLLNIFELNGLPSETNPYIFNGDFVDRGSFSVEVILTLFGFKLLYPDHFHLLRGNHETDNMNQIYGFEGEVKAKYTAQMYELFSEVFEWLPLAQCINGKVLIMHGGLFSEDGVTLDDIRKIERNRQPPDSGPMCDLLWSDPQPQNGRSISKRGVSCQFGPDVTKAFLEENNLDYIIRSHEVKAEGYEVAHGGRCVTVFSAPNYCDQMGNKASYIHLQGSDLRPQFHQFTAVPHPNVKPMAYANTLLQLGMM
Efflux pump inh: blocks antifungal efflux pumps in multiplex yeast assay; 0.44% of 330,000 active; inhibition, % at 10 µM; S. cerevisiae Candida pump triplex, Nile Red efflux;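 active = plate passing quality check with inhibition over a set limit, or well fluorescence over plate mean plus 4 SD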;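 also: Nile Red retained in pooled yeast measured as flow cytometry median fluorescence; 0% = buffer negative control and 100% = Enniatin B positive control; higher means more Nile Red kept so more efflux inhibition; some compounds called inactive have numbers as strong as hits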
* marks the source's active call; other numbers are inactive results; ? = inconclusive; · = not tested or not shown.

SMILES	GASC-1 inh	proCasp3 act	PP1 counter	TPT1 inhibitor	core dimer inh	Fh CTSL1 inh	proCasp7 act	PP5 primary	Efflux pump inh
O=C(Nc1cccc(C(F)(F)F)c1)c1ccc2nc(N3C(=O)CCC3=O)sc2c1	6	0	0	-1	5	5	-13	3.2	-0.1
C[C@H](NC(=O)c1nc[nH]c1C(=O)N[C@@H](Cc1ccccc1)C(=O)OC(C)(C)C)C(=O)OCc1ccccc1	-8	14	11	1	8	4	-10	6.0	0.3
CCOC(=O)CN1NC2(CCC(C(C)(C)C)CC2)NC1=S (stereo unspecified)	-11	-25	-3	2	8	1	-46	0.0	0.1
O=[N+]([O-])c1cc(/C=N/n2c(-c3cccnc3)n[nH]c2=S)ccc1Cl	15	-4	12	-3	14	-1	-9	-1.3	0.1
CCCCN(C(=O)c1cc(OC)c(OC)c(OC)c1)C1=CC2CCC(C1)N2C (stereo unspecified)	1	-5	-3	4	-2	2	0	-0.5	0.0
COc1ccccc1-n1c(SCC(=O)Nc2cccc(S(N)(=O)=O)c2)nc2ccccc2c1=O	4	3	-3	1	9	4	-7	0.5	0.0
Cc1cc(C)cc(OCC(O)CN2CCN(C(=O)c3ccco3)CC2)c1 (stereo unspecified)	2	5	-2	1	6	-6	8	1.7	0.1
CCN(CC)C(=O)CSc1nc2cc3c(cc2c(=O)n1CCCC(=O)NCCc1ccc(OC)c(OC)c1)OCO3	-6	2	-6	3	1	-2	-1	-2.4	0.4
Cc1ccc(N2CC(C(=O)Nc3nnc(SCCN4CCOCC4)s3)CC2=O)cc1 (stereo unspecified)	3	-3	2	-2	-9	-1	9	2.8	0.0
COc1ccc(N2CCN(S(=O)(=O)c3ccc(C(=O)NCc4ccco4)cc3)CC2)cc1	-7	-10	1	2	4	-3	0	4.9	0.3
CCCCOc1ccc(C(=O)N2CCCC2C(=O)O)cc1 (stereo unspecified)	-26	8	-2	-5	-6	2	8	-1.5	0.0
CCn1nnnc1SCC(=O)Nc1nnc(C(C)C)s1	-7	-2	0	0	-1	0	0	-0.9	0.0
CCCc1nc2c(c(=O)c3ccccc3n2C)c(=O)n1C1CCCCCC1	-8	-3	13	-2	10	0	-4	4.0	-0.2
COC(=O)c1ccc(CSc2nc3ccccc3c(=O)n2-c2ccccc2)o1	7	4	5	0	8	-1	0	4.4	-0.1
COc1cccc(/C=N/N2CCN(c3ccccc3OC)CC2)c1	3	-4	-1	-2	-2	6	5	1.3	0.1
CS(=O)(=O)NCCCNc1ccc(C(F)(F)F)cc1[N+](=O)[O-]	17	-6	2	-1	-5	1	1	-0.3	0.0
O=c1cc(N2CCC3(CC2)OCCO3)[nH]c(=O)n1-c1ccc(Cl)cc1	-6	-5	-4	5	-2	-5	-5	-1.7	-0.5
Cc1cc(C(=O)COC(=O)c2ccc(NC(=O)CC#N)cc2)c(C)n1CCc1ccc(F)cc1	-4	2	11	·	·	·	-3	1.6	0.0
CC(C)Oc1cccc(C(=O)C2CCCN(C(=O)CCc3cnn(C)c3)C2)c1 (stereo unspecified)	-2	3	-1	0	9	0	-2	3.7	-0.1
NNC(=O)c1ccc(COc2cccc3cccnc23)cc1	-1	3	1	-3	3	4	-10	0.5	-0.1
NC(=O)c1sc2nc3c(cc2c1N)CCCCCC3	15	-16	4	-2	3	2	-6	-0.5	-0.1
COCCN1C(=O)CS/C1=C(/C#N)C(=O)NCc1ccco1	-13	-10	-4	13	-2	-2	-7	1.6	-0.1
Cc1ccc2nc(CSc3nc(C)ccc3C#N)[nH]c2c1	9	-11	-6	5	-48	1	-14	3.5	-0.2
COCCNC(=O)c1cc(S(=O)(=O)N2CCOCC2)ccc1SCc1cccc(OC)c1OC	9	3	-3	5	-3	-2	3	-1.5	0.1
CCOc1ccc(C2NC(=O)C(C#N)=C(S)N2c2ccc(OC)cc2)cc1OC (stereo unspecified)	0	-7	-1	-4	5	-1	-9	-1.1	0.1
CC1=C(C(=O)NC(C)CCc2ccccc2)C2(CCC(C)CC2)OC1=O (stereo unspecified)	4	2	-2	3	6	1	3	4.7	0.2
Clc1ccccc1-c1nc(/C=N/N2CCOCC2)c2ccccn12	7	-1	2	9	-2	5	-2	-1.1	0.1
Cn1c(Cc2ccccc2)n[nH]c1=S	-25	-2	-2	0	-14	-1	-4	-1.2	-0.1
O=C(CCc1ccccc1)N1CCN(S(=O)(=O)c2cccs2)CC1	3	4	0	0	-2	1	6	0.2	-0.7
CCC1Nc2ncnc(N3CCN(c4ccccc4)CC3)c2N(Cc2ccc(Br)cc2)C1=O (stereo unspecified)	0	0	8	-2	12	-1	3	5.6	0.1
O=C(CNC(=O)c1ccc(Br)o1)NCC1CCCCC1	-11	0	-6	·	·	·	6	4.8	0.2
O=C(O)CCCC(=O)N1CCN(c2ncccn2)CC1	5	2	3	-1	2	-2	4	7.0	-0.1
CC1CCc2sc(C(=O)Nc3ccc(N4CCOCC4)cc3)cc2C1 (stereo unspecified)	8	3	0	-1	-1	1	-5	-0.4	0.0
COc1ccc(C(=O)/C=C/C(=O)N(CC(=O)NC2CCCCC2)Cc2cccs2)c(O)c1	·	6	6	1	5	2	12	2.3	0.5
CCSc1nnc(NC(=O)C(NC(=O)c2ccc(Cl)cc2)C(C)C)s1 (stereo unspecified)	-11	7	3	3	4	-3	5	-0.4	0.0
C=CCN1C2=NCCCN2c2ccccc21	5	10	-5	-6	-26	-2	9	0.5	0.1
Cc1ccc(S(=O)(=O)N2CCOCC2)cc1C(=O)NC1CCCC1	?	4	-1	-1	-1	-6	-3	0.0	-0.3
CC(C)C[C@H](NC(=O)N1CCN(c2ccccc2)CC1)C(=O)O	-2	-3	-3	2	-9	0	4	-0.3	-0.1
Cc1ccc(-n2cc(CN(C)Cc3nccn3C)c(-c3cccc(C)c3)n2)cc1	1	0	2	-1	0	2	1	2.8	-0.1
O=C1CN(C(=O)CN2C(=O)NC(c3ccccc3)(c3ccccc3)C2=O)c2ccccc2N1	-2	1	·	·	·	·	-2	·	0.6
CC(=O)c1ccc(NC2OC(CO)C(O)C(O)C2O)cc1 (stereo unspecified)	6	2	0	-2	2	2	1	-2.3	0.0
O=C(CN1CCc2cc3c(cc2C1)OCCCO3)Nc1ccccc1	-1	1	-8	-2	0	4	-8	1.6	-0.3
CCN(CC)S(=O)(=O)c1ccc(C(=O)NCC(c2ccc(OC)cc2)N2CCOCC2)cc1 (stereo unspecified)	100	13	-1	-4	-2	-3	4	0.1	-0.2
O=C(NC(=S)NCCO)c1sc2ccccc2c1Cl	2	6	0	-2	-103	0	5	-0.5	0.0
COc1cccc(/C=C(\C#N)c2nc3ccccc3[nH]2)c1OCC(=O)O	-6	-3	1	7	-6	0	-12	-0.2	0.0
CCCNC(=O)[C@H](C)NC(=O)c1ccc(Br)cc1	-3	5	1	3	-1	-4	15	-0.2	0.1
COc1ccc(C(CCNCc2ccc(N(C)C)cc2)C(C)C)cc1 (stereo unspecified)	20	-10	-1	1	-1	2	6	2.8	0.2
O=C(CN1CCN(Cc2ccccc2Cl)CC1)N/N=C/C=C/c1ccccc1[N+](=O)[O-]	4	6	-1	-4	-8	1	5	0.4	-0.1
Nc1ncnc(Nc2ccccc2Cl)n1	72	1	1	-3	-6	-1	-1	0.9	-0.1
COc1ccc(NC(=S)N(Cc2ccc(C)cc2)Cc2ccccn2)cc1	5	-3	-3	2	3	-1	-11	0.5	0.1
O=C1C2C3C=CC(CC3)C2C(=O)N1c1cccc(Br)c1 (stereo unspecified)	-1	-6	-1	1	-7	-1	-12	5.5	0.2
Cc1c([N+](=O)[O-])c(C(=O)NC2CCCCC2)nn1C	6	1	-3	-2	3	1	10	1.1	-0.1
CC(c1nc2ccccc2n1Cc1ccccc1)N1CCCCC1 (stereo unspecified)	-6	-6	2	1	0	1	1	1.4	0.1
O=C(NCc1ccccc1Cl)C1CCN(S(=O)(=O)N2CCC3(CC2)OCCO3)CC1	-12	0	-2	1	1	-4	-2	3.5	0.1

Entries listed so far that contain an aryl methoxy group:
SMILES	GASC-1 inh	proCasp3 act	PP1 counter	TPT1 inhibitor	core dimer inh	Fh CTSL1 inh	proCasp7 act	PP5 primary	Efflux pump inh
CCCCN(C(=O)c1cc(OC)c(OC)c(OC)c1)C1=CC2CCC(C1)N2C (stereo unspecified)	1	-5	-3	4	-2	2	0	-0.5	0.0
COc1ccccc1-n1c(SCC(=O)Nc2cccc(S(N)(=O)=O)c2)nc2ccccc2c1=O	4	3	-3	1	9	4	-7	0.5	0.0
CCN(CC)C(=O)CSc1nc2cc3c(cc2c(=O)n1CCCC(=O)NCCc1ccc(OC)c(OC)c1)OCO3	-6	2	-6	3	1	-2	-1	-2.4	0.4
COc1ccc(N2CCN(S(=O)(=O)c3ccc(C(=O)NCc4ccco4)cc3)CC2)cc1	-7	-10	1	2	4	-3	0	4.9	0.3
COc1cccc(/C=N/N2CCN(c3ccccc3OC)CC2)c1	3	-4	-1	-2	-2	6	5	1.3	0.1
COCCNC(=O)c1cc(S(=O)(=O)N2CCOCC2)ccc1SCc1cccc(OC)c1OC	9	3	-3	5	-3	-2	3	-1.5	0.1
CCOc1ccc(C2NC(=O)C(C#N)=C(S)N2c2ccc(OC)cc2)cc1OC (stereo unspecified)	0	-7	-1	-4	5	-1	-9	-1.1	0.1
COc1ccc(C(=O)/C=C/C(=O)N(CC(=O)NC2CCCCC2)Cc2cccs2)c(O)c1	·	6	6	1	5	2	12	2.3	0.5
CCN(CC)S(=O)(=O)c1ccc(C(=O)NCC(c2ccc(OC)cc2)N2CCOCC2)cc1 (stereo unspecified)	100	13	-1	-4	-2	-3	4	0.1	-0.2
COc1cccc(/C=C(\C#N)c2nc3ccccc3[nH]2)c1OCC(=O)O	-6	-3	1	7	-6	0	-12	-0.2	0.0
COc1ccc(C(CCNCc2ccc(N(C)C)cc2)C(C)C)cc1 (stereo unspecified)	20	-10	-1	1	-1	2	6	2.8	0.2
COc1ccc(NC(=S)N(Cc2ccc(C)cc2)Cc2ccccn2)cc1	5	-3	-3	2	3	-1	-11	0.5	0.1
